hIAP activ: human IAP activators, primary screen, biochemical, luminescence, uHTS; AID 2524, 2010; 330,000 tested, 0.16% active; activation factor at 10 µM; Intestinal-type alkaline phosphatase (Homo sapiens), P09923; purified human IAP, CDP-Star luminescence, 30 min; active compounds read high; 1 = vehicle-only enzyme, 0 = enzyme-free background;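 active = activation factor of the enzyme at least 2-fold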; note: the source names both 10 and 20 µM as test concentration; values of inactives mirror those of a sister screen read the other way
mIAP block: inhibitors of mouse IAP, primary screen, biochemical, luminescence, uHTS; purified mouse IAP, CDP-Star luminescence, 30 min; AID 2806, 2010; 330,000 tested, 0.2% active; inhibition, % at 10 µM;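 active = inhibition of at least 40% at 10 µM in the primary screen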;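 note: plate controls were DMSO with enzyme for no effect and no enzyme wells for full effect; values of inactives mirror those of a sister screen read the other way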
MPTP block: mitochondrial permeability transition pore inhibitors, primary screen, biochemical, isolated mouse mitochondria, absorbance; Ca2+ swelling absorbance, 30 min; inhibition, % at 10 µM; 360,000 tested, 1.4% active; AID 602449, 2012;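 active = inhibition of 50% or more, scaled per plate between neutral and stimulator controls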;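 note: 0% = DMSO wells given calcium and 100% = 1 mM EGTA wells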
ATG4B inh: ATG4B protease inhibitors, primary screen, biochemical, fluorescence, uHTS; Cysteine protease ATG4B (Homo sapiens), Q9Y4P1; ATG4B cleavage of LC3-PLA2, NBD-HPC fluorescence, 1 h; 340,000 tested, 0.51% active; inhibition, % at 8.33 µM; in the data active = inhibition above about 40%
Target sequence (Q9Y4P1 whole entry, looked up): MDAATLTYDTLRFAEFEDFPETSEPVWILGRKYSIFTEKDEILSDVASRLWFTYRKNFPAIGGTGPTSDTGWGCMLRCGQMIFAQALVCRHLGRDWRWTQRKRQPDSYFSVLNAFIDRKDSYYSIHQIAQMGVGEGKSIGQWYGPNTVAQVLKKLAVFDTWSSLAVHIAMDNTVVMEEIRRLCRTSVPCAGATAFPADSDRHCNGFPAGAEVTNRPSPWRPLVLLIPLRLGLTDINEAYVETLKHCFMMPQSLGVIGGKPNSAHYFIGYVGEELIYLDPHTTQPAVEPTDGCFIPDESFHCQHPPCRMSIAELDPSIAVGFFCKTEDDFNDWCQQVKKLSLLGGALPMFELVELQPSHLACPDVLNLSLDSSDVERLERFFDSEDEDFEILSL
hIAP inh: human IAP inhibitors, primary screen, biochemical, luminescence, uHTS; 330,000 tested, 0.12% active; inhibition, % at 10 µM; purified IAP, CDP-Star luminescence, 30 min; Intestinal-type alkaline phosphatase (Homo sapiens), P09923;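 active = inhibition reaching a set limit with compound at 10 µM in the primary screen, cut at about 35% in these data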;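 note: plate controls were DMSO wells with enzyme for no effect and no-enzyme buffer wells for full effect; values of inactives mirror those of a sister screen read the other way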
MIN6 prolif: inducers of MIN6 beta-cell proliferation, primary screen, ATP luminescence, uHTS; 330,000 tested, 0.29% active; AID 2380, 2010; proliferation, % at 10 µM; MIN6 cells proliferation, ATPlite luminescence, 48 h; cells starved in 0.2% serum; 100% = growth in 10% serum;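 active = compounds whose signal lies at least 3.5 SD above the mean of all wells on their plate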;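 note: 0% = DMSO-treated cells in low-serum medium and 100% = 10% serum control; some compounds called inactive have numbers as strong as hits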
A3A deaminase: APOBEC3A ssDNA deaminase inhibitors, primary screen, selectivity assay for APOBEC3G inhibitor project, biochemical, FAM/TAMRA oligo cleavage fluorescence | recombinant A3A, FAM/TAMRA ssDNA deamination fluorescence | inhibition, % at 20 µM | 330,000 tested, 0.41% active;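 active = at least 40% inhibition at 20 µM here, with at most 30% in a related deaminase screen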;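 note: plate controls were A3A with DMSO for no effect and wells lacking A3A enzyme for full effect; some results filed as inactive read as strong as hits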
Target sequence (P31941 whole entry, looked up): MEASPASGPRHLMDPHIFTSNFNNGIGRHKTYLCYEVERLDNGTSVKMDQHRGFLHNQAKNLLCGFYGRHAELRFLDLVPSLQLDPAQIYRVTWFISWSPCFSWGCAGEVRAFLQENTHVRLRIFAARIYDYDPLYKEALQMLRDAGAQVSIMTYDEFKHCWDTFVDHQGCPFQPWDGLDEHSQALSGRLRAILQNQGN
mIAP activ: activators of mouse IAP, primary screen, biochemical, luminescence, uHTS; intestinal alkaline phosphatase [Mus musculus]; muIAP, CDP-Star luminescence, 30 min; active compounds read high; 1 = vehicle-only enzyme signal, 0 = enzyme-free wells; activation factor at 10 µM; 330,000 tested, 0.24% active; AID 2805, 2010;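 active = activation factor of at least 2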; note: the source names both 10 and 20 µM as test concentration; values of inactives mirror those of a sister screen read the other way
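also added = chemiluminescent substrate CDP-Star | test system = mouse IAP enzyme | signal = chemiluminescence readout | compound = DMSO-dissolved test compounds | incubation = 30 min at room temperature | benchmarks = DMSO wells, no-enzyme wells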
APOBEC3G inh: APOBEC3G DNA deaminase inhibitors, primary screen, biochemical, fluorescence, single-stranded DNA substrate, uHTS; inhibition, % at 20 µM; 330,000 tested, 0.28% active; DNA dC->dU-editing enzyme APOBEC-3G (Homo sapiens), Q9HC16; recombinant A3G, ssDNA deamination FAM/TAMRA fluorescence;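 active = inhibition of at least 40% at 20 µM, with no more than 30% in the related APOBEC3A deaminase screen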;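 note: plate controls were DMSO wells with A3G for no effect and wells lacking A3G enzyme for full effect; some compounds called inactive have numbers as strong as hits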
Target sequence (Q9HC16 whole entry, looked up): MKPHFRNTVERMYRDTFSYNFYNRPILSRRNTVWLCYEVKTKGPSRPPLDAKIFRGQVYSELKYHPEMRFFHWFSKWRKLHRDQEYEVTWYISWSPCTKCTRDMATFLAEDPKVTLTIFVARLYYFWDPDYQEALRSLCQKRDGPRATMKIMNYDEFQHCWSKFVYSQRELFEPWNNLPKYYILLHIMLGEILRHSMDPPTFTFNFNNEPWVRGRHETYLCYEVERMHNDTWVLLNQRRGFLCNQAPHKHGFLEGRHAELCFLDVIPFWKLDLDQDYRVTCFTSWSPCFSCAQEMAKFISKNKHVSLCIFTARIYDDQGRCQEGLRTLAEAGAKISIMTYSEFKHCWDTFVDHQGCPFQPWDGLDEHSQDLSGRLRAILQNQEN
* marks the source's active call; other numbers are inactive results.

No.	Compound	hIAP activ	mIAP block	MPTP block	ATG4B inh	hIAP inh	MIN6 prolif	A3A deaminase	mIAP activ	APOBEC3G inh
1	CCc1nc(Nc2ccc(OC)c(OC)c2)c2nnn(Cc3ccccc3Cl)c2n1	1.1	5	11	-2	-12	-1	-1	0.95	-3
2	Cc1cccc(NC(=O)c2cccs2)n1	1.1	-1	-1.1	3	-10	1	1	1	6
3	Cc1nc2cc(N3CCN(C)CC3)c(NC(=O)Cc3ccccc3)cc2c(=O)n1Cc1ccccc1	1.1	7	-3.6	-4	-15	-2	-3	0.93	-6
4	CCOc1ccccc1C(=O)NCC(=O)N(C)Cc1ccccc1C	0.99	1	-1.3	1	1	-3	-3	0.99	-8
5	CCCc1nnc(NC(=O)C2CCN(C(=O)c3ccco3)CC2)s1	1.1	-1	0.1	-4	-7	4	2	1	-1
6	CCOC(=O)N1CCN(CC(O)COCCC23CC4CC(CC(C4)C2)C3)CC1 (stereo not given)	1.3	3	-0.2	-3	-25	-1	-1	0.97	-8
7	CC(=O)Nc1ccc(S(=O)(=O)N=S(C)(C)=O)cc1	1.1	-3	-1.5	0	-7	0	-2	1	-4
8	Cc1ccc(CCNC(=O)c2ccc(CS(=O)(=O)c3ccccc3C)o2)cc1	0.87	0	-0.5	5	13	1	-1	1	6
9	CCOC(=O)C1=C(CC)Nc2ccccc2N/C1=N\S(=O)(=O)c1cc(Br)ccc1Br	0.99	12	66*	18	1	-4	0	0.88	-9
10	COc1ccc(-c2nn(-c3ccccc3)cc2/C=N/Nc2ccccn2)cc1OC	0.96	-12	-20	4	4	-6	-3	1.1	-8
11	c1csc(CNCCN2CCOCC2)c1	1.2	-12	-2.1	-2	-16	2	-11	1.1	-6
12	COC(=O)[C@]1(C)N[C@H](CN(C)C(=O)Nc2ccc(Cl)cc2)[C@@H]2C(=O)N(Cc3ccccc3)C(=O)[C@@H]21	1	-7	-0.1	-8	-4	-1	-2	1.1	-3
13	O=C(c1ccc(C(F)(F)F)cc1)C1CCCN(C(=O)Cn2cncn2)C1 (stereo not given)	0.92	-4	-0.2	7	8	-2	1	1	-2
14	NC(=O)C1(N2CCCCC2)CCN(S(=O)(=O)c2cc(Cl)sc2Cl)CC1	0.94	7	-0.6	7	6	3	3	0.93	-5
15	COC(=O)c1c(-c2ccc(F)cc2)csc1NC(=O)C1CCCO1 (stereo not given)	1.1	-3	-0.4	-2	-8	-3	-6	1	-6
16	Brc1ccccc1/C=N/N1CCCCC1	1.2	-4	-1.0	6	-20	2	-3	1	-5
17	Cc1c(CN2CCN(CC(C)(C)C)C(CCO)C2)[nH]c2ccccc12 (stereo not given)	0.96	6	-0.2	-4	4	-1	-2	0.94	-5
18	COc1ccc2cc1Oc1ccc(cc1)C[C@H]1c3c(cc4c(c3Oc3cc5c(cc3OC)CCN(C)[C@@H]5C2)OCO4)CCN1C	1.2	-23	33	-10	-17	-8	-1	1.2	3
19	COc1cccc(-c2nnc3sc(-c4ccccc4)nn23)c1	0.94	-6	1.0	31	6	4	3	1.1	4
20	COCCCNC(=O)COC(=O)c1ccc(-c2nc3ccccc3s2)s1	1	-8	-0.6	-6	-4	-3	-1	1.1	-4
21	CCC(C)c1ccc(NC(=S)NCCn2cc(Cl)cn2)cc1 (stereo not given)	1.1	-16	5.7	3	-14	-7	1	1.2	3
22	Cc1cc(C)nc(Nc2ccc(C(=O)O)cc2)n1	0.78	-1	-0.6	-2	22	-1	1	1	-3
23	CCN1CCN(c2ccc(S(=O)(=O)N3CCOCC3)cc2NC(=O)c2sccc2C)CC1	1.1	2	-1.4	-14	-10	-3	15	0.98	-3
24	CC(C)Cn1c(SCC(=O)NC(=O)NC2CCCC2)nc2ccccc21	0.9	0	3.2	22	10	-2	-5	1	0

Random excerpt: 6 compounds from above, in no set order.
No.	Compound	hIAP activ	mIAP block	MPTP block	ATG4B inh	hIAP inh	MIN6 prolif	A3A deaminase	mIAP activ	APOBEC3G inh
20	COCCCNC(=O)COC(=O)c1ccc(-c2nc3ccccc3s2)s1	1	-8	-0.6	-6	-4	-3	-1	1.1	-4
4	CCOc1ccccc1C(=O)NCC(=O)N(C)Cc1ccccc1C	0.99	1	-1.3	1	1	-3	-3	0.99	-8
1	CCc1nc(Nc2ccc(OC)c(OC)c2)c2nnn(Cc3ccccc3Cl)c2n1	1.1	5	11	-2	-12	-1	-1	0.95	-3
5	CCCc1nnc(NC(=O)C2CCN(C(=O)c3ccco3)CC2)s1	1.1	-1	0.1	-4	-7	4	2	1	-1
3	Cc1nc2cc(N3CCN(C)CC3)c(NC(=O)Cc3ccccc3)cc2c(=O)n1Cc1ccccc1	1.1	7	-3.6	-4	-15	-2	-3	0.93	-6
7	CC(=O)Nc1ccc(S(=O)(=O)N=S(C)(C)=O)cc1	1.1	-3	-1.5	0	-7	0	-2	1	-4

Remaining list, next part.
No.	Compound	hIAP activ	mIAP block	MPTP block	ATG4B inh	hIAP inh	MIN6 prolif	A3A deaminase	mIAP activ	APOBEC3G inh
25	CC(C)C(CCNC1CCN(C)CC1)c1ccc(Cl)cc1 (stereo not given)	0.95	4	4.5	-6	5	-4	-3	0.96	-5
26	CCCN1CCN(C(=O)c2ccccc2-c2nc3ccccc3s2)CC1	1.1	-10	-0.2	-7	-9	0	-6	1.1	-12
27	O=C(O)COCC(=O)Nc1ccc(-n2nc(C(F)(F)F)cc2-c2cccs2)cc1	0.86	-3	1.6	0	14	-1	-4	1	-13
28	C=CCNS(=O)(=O)c1ccc(N2C(=O)c3ccccc3C2=O)cc1	1.2	3	1.3	-10	-15	1	-3	0.97	-15
29	CC(=O)N1C(=O)C2(C(C#N)=C(N)Oc3n[nH]c(-c4ccccn4)c32)c2ccccc21 (stereo not given)	0.99	-14	-2.5	-7	1	0	3	1.1	2
30	Cc1cccc(C(=O)OCC(=O)c2c(N)n(CC(C)C)c(=O)n(C)c2=O)c1O	0.92	-2	-1.3	0	8	-3	0	1	-7
31	O=C(COc1ccc(Cl)cc1)Nc1c(-c2cccs2)nc2ccccn12	0.96	-10	0.5	-11	4	0	-2	1.1	-8
32	CCCCC1=CC2=CC(=O)C(C)(OC(=O)CC)C(=O)C2=CN1CCOC (stereo not given)	0.85	20	0.6	4	15	-2	-4	0.8	-7
33	CCn1c(CCC(=O)Nc2nc3c(s2)CCCC3)nc2cc(S(=O)(=O)N(C)C)ccc21	1.2	6	-0.5	-31	-17	-4	-1	0.94	0
34	CCc1ccc(S(=O)(=O)NCc2cccs2)cc1	0.96	-10	0.5	2	4	2	10	1.1	9
35	O=S(=O)(c1ccc2nc(N3CCN(c4ccc(F)cc4)CC3)ccc2c1)N1CCCCC1	1.1	9	0.0	8	-7	-2	-1	0.91	-2
36	Cc1ccccc1C(=O)NCc1nnc(SCC(=O)N2c3ccccc3Sc3ccccc32)n1C	0.87	8	0.6	-29	13	-1	1	0.92	-1

Down the list, as entered above.
mIAP block, nos. 25–34: 4, -10, -3, 3, -14, -2, -10, 20, 6, -10

Going on with the list:
No.	Compound	hIAP activ	mIAP block	MPTP block	ATG4B inh	hIAP inh	MIN6 prolif	A3A deaminase	mIAP activ	APOBEC3G inh
37	Cc1nnc(SCC(=O)Nc2cccc(S(=O)(=O)NC3=NCCCCC3)c2)n1Cc1ccccc1	1.1	-4	1.0	-10	-9	-1	-2	1	-12
38	CCC1(c2ccccc2)NC(=O)N(CC(=O)Nc2cccnc2Cl)C1=O (stereo not given)	1.1	-13	-0.9	2	-8	-6	0	1.1	-2
39	Cc1sc(-c2ccccn2)nc1OC(=O)c1ccc(Cl)cc1	0.98	8	-0.8	-3	2	0	-2	0.92	0
40	CC(C)CNC(=O)c1ccccc1NC(=O)Nc1ccccc1	0.85	-4	0.1	-7	15	-3	5	1	1
41	CC(C)c1csc2nc3n(c(=O)c12)CCCCC3	0.99	3	1.3	0	1	1	2	0.97	-9
42	COc1cccc(C(=O)OCC(=O)NCCNC(=O)COC(=O)c2cccc(OC)c2OC)c1OC	1.1	1	-0.3	0	-14	6	1	0.99	-2
43	Cc1ccc(NC(=O)CCN2CCC(C(N)=O)CC2)cc1	1.1	-10	-0.8	0	-6	-1	-5	1.1	-6
44	COc1ccc(C2=NS(=O)(=O)N(C)C(C(=O)NCc3ccccc3)=C2)cc1OC	1	10	-0.2	-8	0	2	-4	0.9	-2
45	CCOc1cc(/C=N/n2c(C)nc3ccccc3c2=O)ccc1O	1	-1	0.7	-4	-4	0	-4	1	-5
46	Cc1ccc(OCC(=O)Nc2ccc(S(=O)(=O)N3CCOCC3)cc2)c(Br)c1	1.2	-12	0.5	4	-19	0	-2	1.1	-3
47	CCCCNC(=O)[C@]1(C)CCC[C@@]2(C)C3CC[C@@]4(C)C[C@]3(CCC21)CC4=O (stereo not given in full)	0.93	-8	-0.3	-3	7	0	-3	1.1	-8
48	CC1CCCC(NC(=O)/C=C/c2c(F)cccc2Cl)C1C (stereo not given)	0.86	1	1.7	3	14	-6	-2	0.99	1

A stretch from further up, for reference:
No.	Compound	hIAP activ	mIAP block	MPTP block	ATG4B inh	hIAP inh	MIN6 prolif	A3A deaminase	mIAP activ	APOBEC3G inh
47	CCCCNC(=O)[C@]1(C)CCC[C@@]2(C)C3CC[C@@]4(C)C[C@]3(CCC21)CC4=O (stereo not given in full)	0.93	-8	-0.3	-3	7	0	-3	1.1	-8
48	CC1CCCC(NC(=O)/C=C/c2c(F)cccc2Cl)C1C (stereo not given)	0.86	1	1.7	3	14	-6	-2	0.99	1

(listing goes on)
No.	Compound	hIAP activ	mIAP block	MPTP block	ATG4B inh	hIAP inh	MIN6 prolif	A3A deaminase	mIAP activ	APOBEC3G inh
49	C/C(=N\NC(=O)c1cccnc1)c1cc(C)oc1C	1	0	-0.2	-5	-4	0	1	1	-5
50	CCCn1c2ccccc2c2cnn(CC(=O)NCCCN3CCN(c4ccccc4)CC3)c(=O)c21	0.93	-1	-1.1	-20	7	-6	-2	1	-6
51	CCn1cc(CNC(=O)CSc2nc(-c3ccc(OC)c(OC)c3)cc(C(F)(F)F)n2)c(C)n1	0.98	4	-6.4	-14	2	-2	-1	0.96	0
52	CC(C)Oc1cccc(C(=O)N2CCCC2)c1	0.98	2	0.7	-1	2	-4	-5	0.98	-3
53	C=CCn1c(SCC(=O)Nc2cc(C)ccc2OC)nnc1-c1ccco1	1.1	-6	0.5	-5	-6	2	-4	1.1	-5
54	NS(=O)(=O)c1ccc(Sc2ccccn2)c([N+](=O)[O-])c1	1	0	2.0	1	-4	0	2	1	-2
55	Cc1ncsc1C(=O)Nc1nc2c(s1)CC(C)CC2 (stereo not given)	0.91	7	-0.1	-5	9	-3	-1	0.93	-3
56	CN(CC(=O)Nc1cccc(F)c1)C(=O)c1cc(-c2ccccc2)nc2ccccc12	1	6	1.0	2	-4	-5	2	0.94	0
57	CCN(C(=O)Cc1c(C(=O)O)n(C)c2ccccc12)c1cc(OC)ccc1OC	1	1	-0.1	3	-1	3	-2	0.99	-5

The order is random; overall some 3.3% were active at least once.
